# D2 antagonist – antagonizes the human D2 dopamine receptor. P14416. HEK293 TREx D2 cells, calcium flux, dopamine EC80. inhibition, % at 10 µM. actives 2% (n = 340,000); in the data active = inhibition above about 30%; note: 0% is about no effect
#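 In this primary screen, negative modulation is detected by tracking calcium flux after an EC80 dopamine challenge in inducible HEK293 T-REx D2 cells preexposed to test compound for 180 s.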
# TRHR enhancer – allosterically enhances the human TRH receptor. P34981. TRHR cells, fluo-8 calcium fluorescence, EC20 TRH enhancement. enhancement, % at 2 µM. actives 0.66% (n = 360,000); in the data active = enhancement above about 30%; note: 0% is about no effect
# Target sequence (P34981 whole entry, looked up): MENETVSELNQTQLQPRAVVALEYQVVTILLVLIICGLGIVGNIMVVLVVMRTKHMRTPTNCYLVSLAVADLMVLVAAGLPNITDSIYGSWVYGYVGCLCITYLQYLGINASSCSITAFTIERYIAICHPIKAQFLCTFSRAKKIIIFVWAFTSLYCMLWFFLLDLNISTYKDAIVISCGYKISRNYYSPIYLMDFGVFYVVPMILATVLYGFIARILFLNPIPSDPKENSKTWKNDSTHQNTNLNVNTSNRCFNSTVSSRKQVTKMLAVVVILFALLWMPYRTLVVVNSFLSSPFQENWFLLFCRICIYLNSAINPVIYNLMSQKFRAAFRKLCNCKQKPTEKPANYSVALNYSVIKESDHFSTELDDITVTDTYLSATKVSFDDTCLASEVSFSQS
#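 TRHR-expressing cells loaded with fluo-8 calcium dye were read kinetically (ex 480/em 530) during compound addition, then stimulated with an EC20 of TRH (10 nM final). Enhancement of the Gq-mediated intracellular calcium response was scored.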
# USP1 inh – blocks the human USP1/UAF1 deubiquitinase complex | AID 743255 | actives 0.23% (n = 390,000) | O94782 | Potency, µM (series often up to 57.1 µM), for the others: top-dose activity change, negative = inhibition, hits mostly inhibitors | recombinant USP1/UAF1, Ub-Rhodamine cleavage fluorescence; note: potency is the fitted concentration of half-maximal effect; % is set by controls: 0 for no effect and ±100 for the full control effect; nearly all actives have a fitted effect of over 60% in size; inactives centre near -12
#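 USP1/UAF1 complex (1 nM) preincubated 15 min at room temperature with compound, then Ub-Rho substrate (150 nM final) added. Kinetic fluorescence at 480/540 nm over 6 reads at 60 s intervals; 50 mM HEPES pH 7.8, 0.5 mM EDTA, 0.1 mg/ml BSA, 1 mM TCEP, 0.01% Tween-20.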
# Pin1 inh – inhibitors of human Pin1; AID 504891; Potency, µM (series often up to 115 µM), for the others: at the highest dose activity, negative = inhibition, most hits filed as inhibitors; actives 0.009% (n = 390,000); Pin1 FP peptide displacement, HiFluor488, 10 min; Q13526; active = well fitted inhibition curve with a large enough effect in the polarisation, with a control signal flat, not every such curve was filed as active; inconclusive = small, poorly fitted or top-dose-only effect, or effect the other way, or a change in a side signal; inactive = no such curve, though single readings can be large or run the other way; the % refers to the polarisation; note: potency is the fitted concentration of half-maximal effect; % is set by controls: 0 for no effect and ±100 for the full control effect
# Target sequence (Q13526 whole entry, looked up): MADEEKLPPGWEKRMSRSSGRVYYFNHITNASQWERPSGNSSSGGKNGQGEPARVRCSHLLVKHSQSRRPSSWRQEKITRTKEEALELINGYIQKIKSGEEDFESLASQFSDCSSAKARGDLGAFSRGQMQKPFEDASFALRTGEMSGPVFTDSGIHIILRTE
# TRHR ag – TRH receptor (human) agonism; P34981; TRHR cells, calcium flux fluo-8, FDSS agonist mode; activation, % at 2 µM; actives 0.18% (n = 360,000); AID 493084; in the data active = activation above about 30%; note: 0% is about no effect
#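 Read-out: compound-evoked intracellular calcium rise in TRHR cells, fluo-8 dye, kinetic FDSS fluorescence at 1 s/cycle following a 10-cycle baseline. Cells cultured overnight before dye loading (30 min–1.5 h, RT).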
# IDH1 R132H inh – inhibitors of human mutant IDH1 R132H. O75874. IDH1-R132H enzyme, NADPH consumption, diaphorase/resazurin fluorescence. Potency, µM (highest dose often 76.6 µM), for inactives: at the highest dose activity change, negative = inhibition, hits mostly inhibitors. actives 0.093% (n = 390,000). AID 602179; note: potency is the fitted concentration of half-maximal effect; % is set by controls: 0 for no effect and ±100 for the full control effect; nearly all actives have a fitted effect of over 65% in size
#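 IDH1-R132H (0.5 ug/mL) preincubated 30 min with compound, then NADPH (0.016 mM) and alpha-KG (2 mM) added; 80 min at RT, pH 7.5. Remaining NADPH coupled via diaphorase/resazurin to fluorescence (540/590 nm); concentration-response curves normalized to no-enzyme control.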
# TrxR1 substrate – is turned over as a substrate by rat TrxR1. Potency, µM (highest dose often 114 µM), for inactives: top-dose activity change, negative = substrate turnover. purified TrxR1 substrate turnover, NADPH consumption readout. O89049. actives 0.01% (n = 390,000); note: potency is the fitted concentration of half-maximal effect; % is set by controls: 0 for no effect and ±100 for the full control effect; nearly all actives have a fitted effect of over 50% in size
# Target sequence (O89049 whole entry, looked up): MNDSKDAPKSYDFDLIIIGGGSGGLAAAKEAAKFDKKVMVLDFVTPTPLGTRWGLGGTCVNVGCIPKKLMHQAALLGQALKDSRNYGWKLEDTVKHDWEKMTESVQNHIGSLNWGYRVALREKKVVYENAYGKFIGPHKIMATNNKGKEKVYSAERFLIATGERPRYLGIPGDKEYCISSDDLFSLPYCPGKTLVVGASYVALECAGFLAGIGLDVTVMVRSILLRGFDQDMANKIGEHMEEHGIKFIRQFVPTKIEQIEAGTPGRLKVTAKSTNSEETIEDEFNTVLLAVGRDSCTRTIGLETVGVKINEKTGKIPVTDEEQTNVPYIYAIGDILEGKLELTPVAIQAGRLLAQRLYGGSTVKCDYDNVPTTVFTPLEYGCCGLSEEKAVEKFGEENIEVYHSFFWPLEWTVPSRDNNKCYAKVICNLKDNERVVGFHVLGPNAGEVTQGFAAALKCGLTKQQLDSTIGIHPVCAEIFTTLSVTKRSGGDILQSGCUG
#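 Rat TrxR1, dispensed at 90 nM, was prereduced with 400 uM NADPH (final) for 5 min at ~22 deg C, then incubated with compound 15 min before 400 uM selenite. A first-read NADPH fluorescence drop versus no-compound background flagged substrates.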
# D2 ag – D2 dopamine receptor (human) agonism | HEK293 T-REx D2 cells, calcium flux agonist mode | activation, % at 2 µM | actives 0.53% (n = 340,000) | P14416;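 active = activation over 3 SD above normal in the single-dose calcium agonist read, cut at about 30% in these data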; note: 0% is about no effect
#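 Tetracycline-induced HEK293 Trex cells with D2 receptor force-coupled to calcium signaling, plated overnight at 30 C and loaded with no-wash calcium dye. Calcium flux read kinetically for 180 s after compound addition; responses flag agonists.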
# rTrxR1 inhibitor – rat TrxR1 inhibition; O89049; recombinant rTrxR1, NADPH fluorescence consumption, selenite substrate; Potency, µM (top dose mostly 114 µM), for the others: top-dose activity change, negative = inhibition, usual class: inhibitors; actives 1% (n = 390,000); note: potency is the fitted concentration of half-maximal effect; % is set by controls: 0 for no effect and ±100 for the full control effect; nearly all actives have a fitted effect of over 65% in size
#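 Rat TrxR1 (90 nM in the dispensed reagent) was pre-reduced with 400 uM NADPH for 5 min at room temperature, then incubated with compound for 15 min. After 400 uM selenite was added, NADPH fluorescence (Ex 340/Em 450 nm) was followed for 8 min.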
# An asterisk follows results filed as active; ? = inconclusive; nt = not tested or not shown; [ ] = dose if it differs, or a comment. Unless noted, calls come from the whole dose curve; as a rule, active = well fitted inhibition curve with a large enough effect; inconclusive = small, poorly fitted or top-dose-only effect; inactive = no such curve, though single readings can be large or run the other way.
SMILES,D2 antagonist,TRHR enhancer,USP1 inh,Pin1 inh,TRHR ag,IDH1 R132H inh,TrxR1 substrate,D2 ag,rTrxR1 inhibitor
CCOC(=O)c1nc(C)sc1-c1ccnn1S(=O)(=O)c1ccccc1C(F)(F)F,-20,2,-18%,-1%,-0.8,7%,3%,0.8,17%[57.1 µM]
Cc1nc(SCC(=O)N2CCC(Cc3ccccc3)CC2)[nH]c(=O)c1C,2,3,-11%,3%,-0.2,1%,-13%,-0.8,-3%
COCCNC(=O)c1c[nH]c2cc(OC)c(OC)cc2c1=O,3,5,-22%,-2%,-0.1,9%,5%,0.0,21%[57.1 µM]
O=C(NCCCN1CCN(c2ccc(F)cc2)CC1)Nc1ccc([N+](=O)[O-])cc1,45*,6,-20%,1%,1.6,10%,-13%,3.3,-13%
O=C(c1ccc2c(c1)OCCCO2)c1cccs1,-4,6,-12%,-10%,0.1,9%,-6%,-0.2,1%
O=C(CSc1nnc(-c2ccc(F)cc2)n1CC1CCCO1)NCc1ccco1 (centres undefined),-5,-1,-1%,-3%,-0.5,2%,-13%,0.2,-21%
O=C(NC1CC1)c1ccc(Cn2c(SCc3cccc(F)c3)nc3cccnc32)cc1,nt,6,0%,-7%,-1.4,-14%,2%,-2.1,-10%
Cc1nc(NC(=S)NC(=O)COc2ccccc2Cl)ccc1Br,-3,1,-9%,2%,0.8,1%,-8%,0.3,-2%
COc1ccc(NC(=O)CN(C)C(=O)c2c(C)nn(Cc3ccccc3)c2C)cc1,-5,0,-9%,-8%,0.0,4%,8%,0.7,20%
COc1ccc(C(=O)N2CCC(C(=O)Nc3ccccc3C)CC2)cc1OC,11,-8,-14%,2%,-0.6,0%,2%,-0.1,13%
Cc1ccc2nc(NC(=O)c3ccc(S(=O)(=O)N4CCC(C)CC4)cc3)sc2c1,nt,3,-28%,?,0.0,-11%,6%[57.1 µM],0.1,28%[57.1 µM]
CC(NC(=O)Cc1ccc([N+](=O)[O-])cc1)c1ccc2c(c1)OCO2 (centres undefined),nt,-1,-1%,-6%,0.3,2%,8%,nt,12%
CSc1ccccc1OCc1cc(C(=O)N(C)Cc2ccc3nsnc3c2)no1,2,-7,-14%,7%,2.7,-7%,-9%,0.1,-10%
COc1ccccc1-c1cc2nc(C)c(CCC(=O)NCCc3ccc(SC)cc3)c(C)n2n1,nt,-11,-29%,-3%,-0.8,-6%,57%[activator],-1.4,77%[activator]
COc1cccc(NC(=O)CN(C)S(=O)(=O)c2ccc3[nH]c(=O)oc3c2)c1,nt,5,-16%,1%,1.1,1%,7%,nt,26%
O=C(Cn1cnc2ccccc21)N/N=C/c1ccccc1[N+](=O)[O-],-11,9,-19%,-3%,-0.5,4%,-7%,-1.0,-11%
CC1CCN(Cc2nnc(-c3cccc(Br)c3)o2)CC1,-30,-5,-22%,-3%,-0.2,2%,4%,-2.0,9%
CC(=O)Nc1ccc(C(=O)Nc2ccncc2)cc1,-19,13,-20%,?,1.1,-4%,0%,-0.2,26%
COc1ccc(/C=N/n2c(C)cc(C)cc2=O)cc1,nt,-1,-13%,-1%,0.7,26%,3%[57.1 µM],nt,6%[57.1 µM]
COc1ccc(OCC(=O)N/N=C/c2ccc(N(C)C)cc2)cc1,-7,-4,-13%,0%,0.1,0%,40%[activator],-0.5,7%
COc1c(C)cc(C(=O)C2CCCN(C(=O)c3snnc3C)C2)cc1C (centres undefined),14,-2,-15%,3%,-0.7,-2%,5%[57.1 µM],0.1,11%[57.1 µM]
Cc1cc(C)c2nc(N3CCCC(C(=O)NCCN4CCOCC4)C3)sc2c1 (centres undefined),2,-9,-25%,-1%,-0.9,0%,-6%,-0.8,2%
COc1ccc(C(=O)Sc2ccc(Cl)cc2)cc1OC,0,-9,-5%,-10%,0.9,0%,8%[57.1 µM],-0.5,-4%[57.1 µM]
O=C(CN1CCOCC1)Nc1ncc(Cc2cccc3ccccc23)s1,42*,18,-2%,-1%,-0.2,4%,14%[57.1 µM],-0.3,10%
CC(=O)CC(=O)Nc1ccc(Nc2ccccc2)cc1,3,1,-10%,3%,0.0,1%,-1%,-0.1,-27%
CCC(C)N(CCNC(=O)CC1Oc2ccc(C)cc2NC1=O)C1CCCCC1 (centres undefined),0,6,-8%,-4%,0.5,6%,3%[57.1 µM],-0.5,-16%[57.1 µM]
Cn1c(C(=O)O)c(CC(=O)Nc2ccccc2F)c2ccccc21,1,18,0%,2%,0.1,5%,-11%,-0.4,-14%
CCc1ccc2c(c1)C(c1ccc([N+](=O)[O-])cc1)=NNC(c1ccccc1)=N2,9,6,-17%,-7%,0.0,1%,-11%,-0.1,-14%
Cc1nc2ccc(S(=O)(=O)Nc3cccc(-c4nc5cccnc5s4)c3C)cc2s1,-8,0,-14%,?,-0.4,-9%,0%[57.1 µM],0.7,10%[57.1 µM]
COC(=O)CSc1nnc(CCc2ccccc2)n1C,-11,-1,-16%,-3%,0.4,3%,8%[57.1 µM],0.9,11%[57.1 µM]

# 2 compounds from above, limited to rTrxR1 inhibitor.
SMILES,rTrxR1 inhibitor
CCc1ccc2c(c1)C(c1ccc([N+](=O)[O-])cc1)=NNC(c1ccccc1)=N2,-14%
Cc1nc2ccc(S(=O)(=O)Nc3cccc(-c4nc5cccnc5s4)c3C)cc2s1,10%[57.1 µM]

# Next part.
SMILES,D2 antagonist,TRHR enhancer,USP1 inh,Pin1 inh,TRHR ag,IDH1 R132H inh,TrxR1 substrate,D2 ag,rTrxR1 inhibitor
Cc1cc(C)n(-c2ccc(C(=O)OCc3ccccc3)cc2)n1,-13,5,-20%,0%,1.3,9%,2%[57.1 µM],-1.4,21%[57.1 µM]
CC1CCN(C2(O)C(=O)Nc3ccc(Cl)cc32)CC1 (centres undefined),7,26,-13%,?,0.3,9%,-12%,0.6,3%[57.1 µM]
Cc1ccc(C(=O)Nc2nc(=O)n(C(=O)c3ccccc3C)s2)cc1,8,7,-12%,-4%,0.1,-26%,-9%[57.1 µM],1.0,-7%[57.1 µM]
CC(=O)Nc1ccc(C)c([N+](=O)[O-])c1,15,-4,-21%,0%,0.3,-5%,-7%,-0.7,-5%
S=c1nc(C2COc3ccccc3O2)[nH][nH]1 (centres undefined),-1,1,-18%,0%,0.1,4%,2%[57.1 µM],1.2,-4%[57.1 µM]
Cc1cc(C(=O)C(=O)Nc2nncs2)c(C)n1-c1ccc(Cl)cc1,nt,4,4%,5%,-1.1,-22%,3%,-1.3,15%
Cc1nc(SCC(=O)N2CCOCC2)c2ccsc2n1,5,-3,-9%,8%,0.2,-1%,4%[57.1 µM],0.1,3%[57.1 µM]
COc1ccc(NC(=O)/C=C/c2ccccc2)cn1,4,5,-20%,-11%,-0.4,11%,8%[57.1 µM],-0.9,11%[57.1 µM]
O=C(c1c(F)cccc1F)N1CCCC(c2nc(-c3cccs3)no2)C1 (centres undefined),-7,-4,-14%,-11%,-0.1,0%,3%,-3.0,27%
O=C(Nc1nccs1)c1ccc(Cl)cc1[N+](=O)[O-],-3,3,-7%,7%,-0.2,3%,-8%,-0.1,17%
COc1ccc(-c2cc(C(F)(F)F)nc(SCC(=O)NCCc3ccccc3)n2)cc1OC,nt,14,-13%,1%,-0.5,-3%,137%[activator],-0.7,45%[activator]
CC(C)C[C@H]1CN=C(N(C)C)N1CC1CCCC1,10,1,-11%,2%,0.2,-2%,1%,-0.4,5%
Cc1ccc(-n2[nH]c(C)c(/C=N/NC(=O)c3ccc(O)cc3O)c2=O)cc1,-1,1,-12%,?,-0.3,13%,-13%,-1.7,10%
Cc1cccc(N2CCN(Cc3nc(-c4cccc(Oc5ccccc5)c4)oc3C)CC2)n1,-2,11,-12%,9%,-0.2,-4%,1%,-0.4,15%
Cc1cc[n+](CC[n+]2ccc(C)cc2)cc1,14,-5,12%,-1%,-0.8,-9%,4%[57.1 µM],0.0,7%[57.1 µM]
CCN(CC)c1ccc(CNCc2cccs2)cc1,-10,3,-14%,3%,0.4,6%,-9%[57.1 µM],0.6,24%[57.1 µM]
O=C1CNC(=S)N1CCCn1ccnc1,14,-4,-21%,1%,0.0,4%,2%,3.2,4%
COC(=O)C1=CN(CC2CCCO2)C=C(C(=O)OC)C1c1ccsc1 (centres undefined),22,-2,-10%,-2%,0.1,-4%,398%[activator],-0.2,-4%
O=C(c1ccco1)N1CCN(C(=O)c2ccco2)C1=S,nt,nt,-12%,-8%,nt,0%,5%[11.4 µM],nt,17%[11.4 µM]
C=CCOc1ccc2c(c1)c(S(=O)(=O)c1ccc(C)cc1)cn2COC,14,-3,-9%,3%,0.8,-1%,-5%,-0.7,11%
COC(=O)C1CCN(C(=O)c2ccc(SC)cc2OC)CC1,-7,3,-7%,-3%,0.9,1%,-4%,-0.2,-11%
Cc1ccc(NC(=O)CSc2nc3ccc(NC(=O)COc4ccc(C)cc4)cc3s2)cc1,nt,-2,-25%,0%,0.7,-7%,-1%,1.1,20%
Cc1ccc(OCC(=O)N2CCN(S(C)(=O)=O)CC2)cc1,-16,1,?,-1%,0.2,2%,1%,1.3,13%
Cc1nc(C(=O)NC2CC2)sc1C1(C)CC(c2ccccc2)=NO1 (centres undefined),-17,4,-27%,0%,0.7,10%,6%,-0.8,17%
COc1ccc(C2NC(=O)c3ccccc3O2)cc1 (centres undefined),-16,-1,-14%,-13%,0.7,0%,2%,0.0,20%
CN1C[C@@H]2C(c3ccc(Cl)nc3)C3(c4ccc(C#N)cc4)CC2(C3)[C@H]1c1ccccc1 (some centres undefined),nt,10,-27%,11%,0.8,-11%,-2%,nt,12%[57.1 µM]
C[C@]1(C(=O)O)Cc2oncc2C[C@@H]1C(=O)O,-2,6,-13%,-15%,0.3,7%,-20%[57.1 µM],0.2,12%[57.1 µM]
O=C(CCS(=O)(=O)c1ccc(Cl)cc1)NC1CCCC1,nt,nt,-1%,3%,nt,-13%,-5%,nt,9%

# The list is partial; count on the stated rates, not on these rows.
